# Yeast lifespan up = extends the lifespan of yeast; S. cerevisiae growth with nicotinamide, OD615; deaD strain in restrictive glucose medium; inhibition of the nicotinamide effect, % at 10 µM; actives 0.68% (n = 130,000); AID 775;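 active = inhibition above a set limit, placed 3 SD over the median of all compounds, cut at about 26% in these data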;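 note: 0% = nicotinamide-treated wells and 100% = cells grown without nicotinamide; some compounds called inactive have numbers as strong as hits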
#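 Test system: DeaD-strain S. cerevisiae / Buffer or medium: restrictive glucose medium / Also added: nicotinamide 1.5 mM / Doses: one concentration, 10 µM, DMSO 0.25% / Schedule: 48 h at 30 °C / Signal: OD615 measurement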
# NPY-Y2 antag = antagonists of human neuropeptide Y receptor Y2. P49146. NPY-Y2 expressing cells, antagonist mode. inhibition, % at 2.7 µM. actives 0.99% (n = 140,000). AID 793; in the data active = inhibition above about 17%;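 note: 0% = vehicle with agonist challenge and 100% = reference antagonist with challenge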
# Target sequence (P49146 whole entry, looked up): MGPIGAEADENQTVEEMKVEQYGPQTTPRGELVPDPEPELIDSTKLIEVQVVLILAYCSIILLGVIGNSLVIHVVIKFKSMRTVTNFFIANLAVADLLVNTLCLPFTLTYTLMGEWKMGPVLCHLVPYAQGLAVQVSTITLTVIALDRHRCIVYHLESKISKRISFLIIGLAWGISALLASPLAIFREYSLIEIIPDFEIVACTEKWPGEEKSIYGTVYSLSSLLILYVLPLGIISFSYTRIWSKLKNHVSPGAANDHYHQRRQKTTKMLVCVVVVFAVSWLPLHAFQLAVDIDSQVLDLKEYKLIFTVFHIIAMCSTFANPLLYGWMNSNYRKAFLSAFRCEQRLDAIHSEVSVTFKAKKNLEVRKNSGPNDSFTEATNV
# E-sel TNF inh = blocks E-selectin expression induced by TNF alpha; HUVEC TNFa-induced E-selectin immunofluorescence, high content; inhibition, % at 2 µM; actives 0.71% (n = 120,000); AID 1246;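 active = inhibition above the batch mean plus 3 SD, and confirmed as a hit on visual image review, cut at about 43% in these data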;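 note: 0% = TNF-stimulated DMSO wells and 100% = unstimulated control wells; not every result past the cut was called active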
# Yeast growth inh = yeast BB579 growth reduction in restrictive medium. inhibition, % at 10 µM. actives 0.51% (n = 140,000). S. cerevisiae BB579 growth, OD615, 48 h;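 active = inhibition above a set limit, 3 SD over the mean compound inhibition, cut at about 44% in these data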; note: inactives centre near -24
#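 Test system: S. cerevisiae DeaD strain BB579 yeast; Medium: restrictive CSMM-D medium; Compound: one dose, 10 µM compound with 0.25% DMSO; Incubation: 4 h cell preincubation, 48 h compound exposure, 30 °C humidified; Signal: OD at 615 nm; Benchmarks: amphotericin B at 10 µg/mL as positive control.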
# HCT116 bCat-KO = beta-catenin-lacking colon tumor cell growth suppression; HCT116 beta-catenin knockout viability, CellTiter-Glo, 60 h; hits give low values; viability, % at 10 µM; actives 1.5% (n = 140,000); AID 818;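 active = viability at or under a set limit, the compound median less 4 SD, cut at about 6% in these data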;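 note: 0% = Hyamine 1622 control at 20 µM and 100% = untreated cell control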
# Phagocytosis inh = inhibitors of macrophage phagocytosis; inhibition, % at 5 µM; J774A.1 macrophage IgG-bead phagocytosis, imaging; actives 0.07% (n = 110,000); AID 1029;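 active = inhibition above the mean of the plate negative controls plus 5 SD, cut at about 13% in these data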;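 note: phagocytic index as fraction of beads internalized from green versus red external bead signal; plate controls were DMSO negative control for no effect and cytochalasin-D positive control for full effect; some results beyond the cut were filed as inactive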
# HCT116 PTEN-null = suppresses growth of cells with PTEN deletion | HCT116 PTEN-null viability, CellTiter-Glo, 60 h; hits give low values | viability, % at 10 µM | actives 1.2% (n = 140,000) | AID 827;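 active = viability at or below a set limit, 4 SD under the median of all tested compounds, cut at about 3.7% in these data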;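 note: PTEN knockout HCT116 line with beta catenin targeted HCT116 as companion control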
# Measles CPE = protection of cells from measles virus; actives 1.5% (n = 140,000); protection (pct of control), % at 4 µM; Measles virus-infected cells, CPE protection, absorbance; in the data active = protection mostly above about 24%, no sharp cut-off; inactive = mostly below about 26%; note: some compounds called inactive have numbers as strong as hits
# GALR2 blocker = GALR2 (human) receptor antagonism. inhibition, % at 4 µM. GALR2-expressing cells, antagonist mode. AID 828. O43603. actives 0.39% (n = 140,000); in the data active = inhibition above about 27%;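 note: cells stimulated with galanin 1-16 at roughly its EC80; 0% = agonist challenge control and 100% = basal control without agonist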
# Target sequence (O43603 whole entry, looked up): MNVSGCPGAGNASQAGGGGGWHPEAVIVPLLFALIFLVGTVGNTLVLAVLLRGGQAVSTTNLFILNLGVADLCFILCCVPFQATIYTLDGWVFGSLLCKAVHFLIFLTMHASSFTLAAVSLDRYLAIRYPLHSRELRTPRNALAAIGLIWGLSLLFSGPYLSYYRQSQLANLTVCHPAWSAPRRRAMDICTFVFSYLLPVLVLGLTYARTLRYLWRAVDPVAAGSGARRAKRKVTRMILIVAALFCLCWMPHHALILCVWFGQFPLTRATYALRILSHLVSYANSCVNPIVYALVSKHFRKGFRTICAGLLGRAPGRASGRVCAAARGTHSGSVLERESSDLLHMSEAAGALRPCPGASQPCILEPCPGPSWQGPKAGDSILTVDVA
# MRP1 act = activators of MRP-1. H69AR cells + doxorubicin, viability rescue, CellTiter-Glo. viability increase, % at 10 µM. actives 0.61% (n = 140,000). AID 799;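 active = viability gain under doxorubicin at or above a set limit, the compound median plus 3 SD, cut at about 4.7% in these data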;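 note: MRP-1 overexpressing cells given doxorubicin 25 µM after compound pretreatment; 18-22 h compound pretreatment then 72 h with doxorubicin before readout; 0% = doxorubicin-only wells and 100% = vehicle-treated cells without doxorubicin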
# Active calls of the source: *; x = not tested or not shown.
SMILES,Yeast lifespan up,NPY-Y2 antag,E-sel TNF inh,Yeast growth inh,HCT116 bCat-KO,Phagocytosis inh,HCT116 PTEN-null,Measles CPE,GALR2 blocker,MRP1 act
CCN1C(=O)Cc2cc(S(=O)(=O)N3CCOCC3)ccc21,-8,5,0,-8,87,0,88,33,6,-1.6
CCC(=O)N1CCN(c2ccc(NC(=O)c3cccs3)cc2)CC1,-3,-2,10,-29,90,x,89,26,12,-1.6
COC(=O)/C=c1/s/c(=C(/C#N)C(=O)N2CCCCC2)n(-c2ccccc2)c1=O,19,0,-23,-38,90,-5,99,18,-13,-1.2
COc1ccc(N2CCN(c3nc4ccccc4n3CC(=O)c3ccccc3)CC2)cc1,8,6,-24,-33,86,4,90,7,17,-0.8
CCC1Oc2ccc(C)cc2N(CC(=O)NCCN2CCCCCC2)C1=O (stereo not given),-4,0,-9,-8,92,0,103,9,-5,-0.9
O=C(CCN1C(=O)C2C3C=CC(C3)C2C1=O)Nc1nccs1 (stereo not given),-2,-1,x,-23,101,-1,107,30,-4,-0.8
CCOc1ccccc1NC(=O)C(Sc1ccccc1)c1ccccc1 (stereo not given),-17,9,9,-2,78,-4,71,21,-16,-2.4
N#C/C(C(=O)Oc1ccccc1)=C1/Nc2ccccc2-c2ccccc21,-20,1,-1,-11,57,x,73,4,-1,-2.4
O=C(Nc1ccc(N2CCN(C(=O)c3ccc(Cl)cc3)CC2)cc1)c1ccc2c(c1)OCCO2,-12,-1,23,-53,16,1,14,46,1,0.6
O=C(NC(=S)NNS(=O)(=O)c1ccccc1)c1ccc([N+](=O)[O-])cc1,42,2,x,-11,99,-13,101,3,5,-0.7
Cc1cc(C)cc(OC(=O)N2CCOCC2)c1,-6,4,6,-3,109,1,95,24,3,-0.7
CCC(=O)c1ccccc1OCCSc1nc(C)cc(=O)[nH]1,-14,5,0,3,103,-4,97,6,11,-1.8
Cc1ccc2cc(CNC(C)(C)C)c(=O)[nH]c2c1,1,3,25,-12,92,-2,88,6,0,-4.0
Cn1c(=O)n(C)c2cc(NC(=O)c3cc4ccccc4o3)ccc21,-18,0,-44,17,62,1,68,7,0,-2.2
COc1ccc(S(=O)(=O)N2Cc3ccccc3CC2C(=O)Nc2ccc(O)cc2)cc1OC (stereo not given),-9,0,x,33,80,-1,75,6,9,-4.5
O=C(Nc1ccccc1N1CCOCC1)c1ccccc1NS(=O)(=O)c1ccc(F)c(F)c1,17,2,-15,-14,79,-1,x,3,-4,0.2
Cn1c(CNc2ccc(Cl)cc2)nc2ccccc21,-17,3,28,-45,64,x,63,15,4,-1.7
COc1cccc(Nc2ncnc3c2cnn3-c2cccc(C)c2)c1,-3,2,16,-4,95,2,89,4,-7,-0.3
Cc1ccc(-c2nn3c(C)nnc3c3ccccc23)cc1S(=O)(=O)NCCN1CCOCC1,-20,0,12,-39,57,x,52,3,-10,-4.1
Cc1ccc(S(=O)(=O)N2CCN(c3ccc([N+](=O)[O-])c(NCCN4CCOCC4)c3)CC2)cc1,-1,4,7,-14,75,-12,76,11,-5,-2.9
CCCCCCCC(=O)OC(CN1CCCCC1)CN1CCCC1=O (stereo not given),-5,4,8,10,88,1,85,7,0,-0.3
Clc1ccc(Oc2ncnc3oc(-c4ccccc4)cc23)cc1,-19,-2,-14,-25,86,0,94,4,-1,-4.2
CC1(Cc2ccc3c(c2)OCO3)NC(=O)NC1=O (stereo not given),-6,0,-16,-1,90,1,106,21,4,0.6
O=C(CCC(=O)NC1CC1)Nc1nnc(C2CCCCC2)s1,-4,2,x,-11,108,2,108,4,6,0.7
CCN(c1cccc(C)c1)S(=O)(=O)c1c(C)[nH]c(=O)[nH]c1=O,-2,2,4,-43,102,-2,101,6,1,-0.8

# Next part, overlapping the part above by three compounds.
SMILES,Yeast lifespan up,NPY-Y2 antag,E-sel TNF inh,Yeast growth inh,HCT116 bCat-KO,Phagocytosis inh,HCT116 PTEN-null,Measles CPE,GALR2 blocker,MRP1 act
CC1(Cc2ccc3c(c2)OCO3)NC(=O)NC1=O (stereo not given),-6,0,-16,-1,90,1,106,21,4,0.6
O=C(CCC(=O)NC1CC1)Nc1nnc(C2CCCCC2)s1,-4,2,x,-11,108,2,108,4,6,0.7
CCN(c1cccc(C)c1)S(=O)(=O)c1c(C)[nH]c(=O)[nH]c1=O,-2,2,4,-43,102,-2,101,6,1,-0.8
CN(C)CCNC(=O)NC(=O)c1ccc(Cl)cc1,-1,4,x,6,96,-2,99,6,5,0.2
Cc1noc(C)c1COc1ccc(C(=O)OCC(=O)Nc2ccc3ccccc3c2)cc1,2,12,0,-14,91,0,90,6,7,-2.4
CC(C)COc1ccc(/C=C2/Sc3ccccc3C2=O)cc1,1,3,-57,-60,96,x,95,4,-1,-3.9
CCOc1ccc(OCCSc2nc3ccccc3c(=O)[nH]2)cc1,4,1,3,-32,101,1,107,10,-11,-1.6
CCCN(CCC)S(=O)(=O)c1ccc(C(=O)Nc2nnc(CSC)o2)cc1,-5,2,x,-14,36,-2,24,1,-7,-2.9
CC(/C=C1\SC(=S)N(NC(=O)c2ccc(O)cc2)C1=O)=C\c1ccccc1,-7,8,x,-46,88,5,86,22,4,7.9*
CCCCOc1ccc(C(=O)Nc2cccc(C)n2)cc1,-12,4,4,1,48,1,66,3,-2,2.2
CCc1nnc(NC(=O)CCC(=O)NC2CCCc3ccccc32)s1 (stereo not given),4,1,x,-41,90,x,97,12,22,-0.5
CCOC(=O)C(C)Sc1nc2ccccc2c(=O)n1CC1CCCCC1 (stereo not given),8,18*,x,-60,84,1,83,5,-15,-3.4
O=C(Cn1cc(C(=O)C2CC2)c2ccccc21)NC1CCCC1,-16,-2,-7,-29,83,x,92,13,8,-0.9
Cc1ccc(/C(O)=C2\C(=O)C(=O)N(Cc3cccnc3)C2c2ccccc2[N+](=O)[O-])cc1 (stereo not given),12,1,x,-45,85,3,93,7,23,-2.3
O=C(NCC1CCCO1)c1cccc(N2C(=O)C3C4C=CC(C4)C3C2=O)c1 (stereo not given),-4,-2,-4,-6,96,-1,102,6,-8,0.2
Cc1ccc(/C=C/c2nnc(-c3cccc(C)c3)o2)cc1,-9,4,8,-39,97,2,97,4,-5,0.7
O=C(COC(=O)/C=C/c1nc2ccccc2s1)Nc1ccccc1Oc1ccccc1,-1,9,24,-38,93,-5,90,1,-5,-1.9
CCn1c(=O)cc(SCC(=O)N2CCN(c3ccccn3)CC2)c2ccccc21,-8,7,-66,-59,81,2,85,6,10,-2.1
C=CCn1c(SCc2ccc(C(=O)Nc3ccccc3)cc2)nnc1-c1ccccc1,-22,0,-45,-30,95,x,98,4,-3,-1.5
COc1ccc2c(c1OC)C(=O)N1c3ccccc3N=C(c3ccc([N+](=O)[O-])cc3)CC21 (stereo not given),5,9,10,-16,47,0,38,5,3,-4.9
O=C(Nc1cccc(O)c1)C1CCCN1C(=O)OCc1ccccc1 (stereo not given),-9,2,35,-19,92,0,93,4,13,-2.6
CN1c2ccsc2C(O)=C(C(=S)Nc2ccccc2)S1(=O)=O,0,2,0,-16,96,x,88,9,3,-3.1
CCC(=O)N1CCN=C1SCc1ccccc1,-11,-1,-3,16,104,0,94,9,0,5.1*
CC1(C)CC(=O)c2cc(C(=O)N3CCN(CCO)CC3)c(=O)n(-c3ccc(Cl)cc3)c2C1,-15,-2,12,0,99,x,112,9,-31,-0.4

# Random excerpt: four records from the list, in no set order.
SMILES,Yeast lifespan up,NPY-Y2 antag,E-sel TNF inh,Yeast growth inh,HCT116 bCat-KO,Phagocytosis inh,HCT116 PTEN-null,Measles CPE,GALR2 blocker,MRP1 act
Cc1noc(C)c1COc1ccc(C(=O)OCC(=O)Nc2ccc3ccccc3c2)cc1,2,12,0,-14,91,0,90,6,7,-2.4
CCc1nnc(NC(=O)CCC(=O)NC2CCCc3ccccc32)s1 (stereo not given),4,1,x,-41,90,x,97,12,22,-0.5
CCCN(CCC)S(=O)(=O)c1ccc(C(=O)Nc2nnc(CSC)o2)cc1,-5,2,x,-14,36,-2,24,1,-7,-2.9
CC(C)COc1ccc(/C=C2/Sc3ccccc3C2=O)cc1,1,3,-57,-60,96,x,95,4,-1,-3.9

# 3 of the entries above in order of the Measles CPE value, lowest first.
Compound	Yeast lifespan up	NPY-Y2 antag	E-sel TNF inh	Yeast growth inh	Phagocytosis inh	Measles CPE	GALR2 blocker
O=C(COC(=O)/C=C/c1nc2ccccc2s1)Nc1ccccc1Oc1ccccc1	-1	9	24	-38	-5	1	-5
Cc1ccc(/C(O)=C2\C(=O)C(=O)N(Cc3cccnc3)C2c2ccccc2[N+](=O)[O-])cc1 (stereo not given)	12	1	x	-45	3	7	23
CC1(C)CC(=O)c2cc(C(=O)N3CCN(CCO)CC3)c(=O)n(-c3ccc(Cl)cc3)c2C1	-15	-2	12	0	x	9	-31

# NPY-Y2 antag, what is marked active above
Molecule | Yeast lifespan up | NPY-Y2 antag | E-sel TNF inh | Yeast growth inh | Phagocytosis inh | Measles CPE | GALR2 blocker
CCOC(=O)C(C)Sc1nc2ccccc2c(=O)n1CC1CCCCC1 (stereo not given) | 8 | 18* | x | -60 | 1 | 5 | -15

# Source: PubChem

# Compounds were not picked by outcome; 6.3% or so of the library scored in one or more.
